yeast bub3: NCI yeast anticancer drug screen, S. cerevisiae bub3 mutant strain. % growth inhibition at 50 µM. hit rate 9.9% among 78,000;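 further: 0% = growth of vehicle-only cultures of the same strain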
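Inhibition values come from growth of compound-treated mutant yeast normalised to vehicle-treated controls.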
sgs1 mgt1: NCI yeast anticancer drug screen, S. cerevisiae sgs1 mgt1 strain; AID 161; % growth inhibition at 50 µM; hit rate 10% among 78,000;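 further: 0% = growth of vehicle-only cultures of the same strain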
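Test agents were incubated with a DNA-repair-mutant yeast strain. Growth was then read and compared against vehicle-treated controls.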
yeast cln2 rad14: NCI yeast anticancer drug screen, S. cerevisiae cln2 rad14 strain; % growth inhibition at 50 µM; hit rate 8.3% among 78,000;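 further: 0% = growth of vehicle-only cultures of the same strain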
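Yeast carrying cln2 and rad14 alterations (cell cycle control and DNA damage repair) were exposed to compounds. Growth inhibition was measured against vehicle-treated controls.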
mlh1 rad18: NCI yeast anticancer drug screen, S. cerevisiae mlh1 rad18 strain | growth inhibition, % at 50 µM | hit rate 11% among 79,000 | AID 175;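 further: 0% = growth of vehicle-only cultures of the same strain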
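A repair-deficient yeast strain is exposed to test compound, and growth is scored relative to vehicle-treated controls.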
mec2-1: NCI yeast anticancer drug screen, S. cerevisiae mec2-1 strain. % growth inhibition at 50 µM. hit rate 9% among 79,000. AID 157;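 further: 0% = growth of vehicle-only cultures of the same strain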
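Vehicle-treated cultures served as reference for growth inhibition of compound-exposed mec2-1 yeast.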
rad50: NCI yeast anticancer drug screen, S. cerevisiae rad50 strain; % growth inhibition at 50 µM; hit rate 10% among 79,000;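 further: 0% = growth of vehicle-only cultures of the same strain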
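Growth of the mutant yeast was measured after compound exposure and referenced to vehicle-treated cultures.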
Active calls of the source: *; · = no result given; & = joins results of further samples. No stated cut-off is given here; in the data, active means growth inhibition above about 70%; inactive means the rest. This is a random part of the collection; 14% or so of the library scored in one or more.

[1] CC(O)CN1CC(C)OC(C)C1 (configuration not stated)
[2] COc1cccc(NC(=S)Nc2ccc(O)cc2)c1
[3] COC(C(=O)CN(C)C)(c1ccccc1)c1ccccc1
[4] CCN(c1c(C)cc(C)c(N(CC(=O)O)S(=O)(=O)c2ccccc2)c1C)S(=O)(=O)c1ccccc1
[5] CC(C)c1ccc(C(C)C)c(Cl)c1
[6] COc1ccc2c(C(=O)c3ccccc3)c3[n+](cc2c1OC)CCc1cc2c(cc1-3)OCO2
[7] Cc1cccc(NC(=O)Oc2ccc(C#N)cc2)c1
[8] CCC(=O)C(CC)c1ccccc1 (configuration not stated)
compound no.	1	2	3	4	5	6	7	8
yeast bub3	-18	19	-27	1	-13	50	18	4
sgs1 mgt1	-33	10	-2	19	16	52	28	-5
yeast cln2 rad14	12	0	6	18	8	30	24	2
mlh1 rad18	-24	-4	24	17	12	75*	22	5
mec2-1	-29	-16	-11	5	14	54	0	-8
rad50	-34	-9	4	45	44	66	7	9

[9] CCOC(=O)CNc1cccc(NCC(=O)OCC)c1
[10] CN(C=O)C(C(=O)Nc1cccc2c(OC(=O)C(N(C)C=O)(N(C)C=O)N(C)C=O)c(N=Nc3ccc(S(=O)(=O)Nc4nccs4)cc3)cc(N=Nc3ccc(S(=O)(=O)Nc4nccs4)cc3)c12)(N(C)C=O)N(C)C=O (tested in a mixture with another compound)
[11] O=[N+]([O-])c1cc2c(cc1S(=O)(=O)O)C1C(C3C2C2(Cl)C(Cl)=C(Cl)C3(Cl)C2(Cl)Cl)C2(Cl)C(Cl)=C(Cl)C1(Cl)C2(Cl)Cl (configuration not stated)
[12] CC(C)(C)N=C(N)NC#N
[13] CCNc1ncnc2[nH]ncc12
[14] Cc1ccc(C(=N)c2ccccc2Cc2ccccc2)cc1
[15] N#C/C(=C/c1ccccc1B(O)O)C(=O)O
[16] COc1ccc2nc3cc(Cl)ccc3c(NCCCCCN3CCCCC3)c2c1
compound no.	9	10	11	12	13	14	15	16
yeast bub3	6	17	71*	-4	4	4	-9	59
sgs1 mgt1	30	-6	72*	-10	-6	-13	31	47
yeast cln2 rad14	-56	-6	54	17	-14	3	13	63
mlh1 rad18	6	36	67	-33	-5	-20	66	60
mec2-1	16	6	70	9	-6	-11	17	39
rad50	-2	60	66	10	-8	-14	71*	78*

Reprinted at random: 2 entries already listed.
[11] O=[N+]([O-])c1cc2c(cc1S(=O)(=O)O)C1C(C3C2C2(Cl)C(Cl)=C(Cl)C3(Cl)C2(Cl)Cl)C2(Cl)C(Cl)=C(Cl)C1(Cl)C2(Cl)Cl (configuration not stated)
[9] CCOC(=O)CNc1cccc(NCC(=O)OCC)c1
compound no.	11	9
yeast bub3	71*	6
sgs1 mgt1	72*	30
yeast cln2 rad14	54	-56
mlh1 rad18	67	6
mec2-1	70	16
rad50	66	-2

(further entries)
[17] CCOc1cc2c(cc1C(C)c1ccc(OC)cc1C)OCO2 (configuration not stated)
[18] CNC(=O)NC1CCC(C)CC1 (configuration not stated)
[19] O=C(NCc1ccccc1O)c1ccc(O)cc1O
[20] c1ccc(C2=NCCCN2)cc1
[21] NC(=O)c1ccc(F)cc1
[22] CC(=O)OCC(=O)[C@@]1(O)CC[C@H]2[C@@H]3CC[C@H]4[C@H](Br)C(=O)CC[C@]4(C)[C@H]3C(=O)C[C@@]21C
[23] COc1ccc(/C=C2\N=C(N/N=C\C(O)C(O)C(O)C(O)CO)NC2=O)cc1 (configuration not stated)
[24] CS(=O)(=O)CS(=O)CS(=O)CS(=O)CC(NC(=O)CCC(N)C(=O)O)C(=O)O (configuration not stated)
compound no.	17	18	19	20	21	22	23	24
yeast bub3	19	-6	1	-8	-18	-8	-4	-7
sgs1 mgt1	7	2	19	6	-8	-11	9	2
yeast cln2 rad14	66	-14	7	-4	-16	-13	5	2
mlh1 rad18	10	8	8	19	-10	-24	-50	19
mec2-1	8	3	0	-4	-30	-33	0	-25
rad50	16	2	-24	13	-42	-20	-7	5

[25] COc1ccc(C2CC(C)(N3CCCC3)Oc3cc4c(cc32)OCO4)cc1 (configuration not stated)
[26] CCCCNC(=S)NCCCC
[27] Cc1sc(/N=C/C2=C(O)CC(C)(C)CC2=O)nc1-c1ccccc1
[28] CC(=O)Nc1ccc2c(Br)ccc3c2c1CC3
[29] Cc1nc2ccc(-c3ccccc3)cc2nc1C
[30] COc1cc(C(=O)NC2CCc3cc(OC)c(OC)c(OC)c3-c3ccc(OC)c(=O)cc32)cc(OC)c1OC (configuration not stated)
[31] Cc1nc(/N=C(/N)N(C)C)[nH]c(=O)c1C
[32] O=c1[nH]nc(-c2ccccc2)n1Nc1ccccc1
compound no.	25	26	27	28	29	30	31	32
yeast bub3	41	-4&1	0	7	-5	0	4	5
sgs1 mgt1	61	19&-11	0	4	-21	3	-12	-4
yeast cln2 rad14	19	-18&-32	16	1	4	12	4	-15
mlh1 rad18	77*	17&-2	-10	-4	4	5	20	11
mec2-1	10	8&10	6	-2	6	-10	-28	-15
rad50	65	-1&-6	7	1	-9	26	2	-6

[33] C=CC1=C(C)C2=NC1=CC1=NC(=CC3=C(C)C4=C(O)CC(=C5NC(=C2)C(C)C5CCC(=O)OC)C4=N3)C(CC)=C1C (configuration not stated)
[34] CCCCN(CCCC)Cc1ccnc(C)c1O
[35] Cn1c(=O)c2cn[nH]c2n(C)c1=O
[36] N=c1oc2cc(O)ccc2cc1C(=O)NCc1ccccc1
[37] O=C1c2ccccc2-c2nc(-c3ccncc3)cc3c2c1nc1ccccc13
[38] CCCCNC(=S)N/N=C/c1ccc(OC)cc1
[39] CC(C)(OC(=O)Nc1ccccc1)c1ccc([N+](=O)[O-])cc1
[40] c1ccc2c(c1)ccc1cccc[n+]12
compound no.	33	34	35	36	37	38	39	40
yeast bub3	-2	4	14	-8	14	-2	-23	-17
sgs1 mgt1	19	-8	-7	-3	27	-1	13	-13
yeast cln2 rad14	4	9	-55	20	11	-41	-26	-12
mlh1 rad18	22	8	3	-7	34	-6	-4	-37
mec2-1	-2	6	0	27	18	2	9	-8
rad50	9	-9	1	18	26	-11	-5	-25

[41] O=c1[nH]nc(Cc2ccccc2)n1/N=C\c1ccccc1
[42] CN(C)c1ccc(/C=C/C(=O)CC(=O)/C=C/c2ccc(N(C)C)cc2)cc1
[43] O=C(O)c1ccccc1-c1c2cc(I)c(=O)c(I)c-2oc2c(I)c(O)c(I)cc12
[44] CC1C[C@]2(C)C(=O)Nc3ccccc3[C@@H]2Nc2ccccc21 (some centres not stated)
[45] Nc1cccc(C(F)(F)F)c1
[46] CCOC(=O)CC(C)N (configuration not stated)
[47] O=C(c1ccc(F)cc1)c1ccc(Cl)cc1Cl
[48] OCC(O)C(OC1OC(CO)C(O)C(O)C1O)c1nn(-c2ccc(Cl)cc2)c2nc3cc(Cl)ccc3nc12 (configuration not stated)
compound no.	41	42	43	44	45	46	47	48
yeast bub3	-16	-4	99*	92*	18	-1	99*	-12
sgs1 mgt1	-28	-28	99*	93*	-16	-8	94*	-45
yeast cln2 rad14	-11	-27	99*	90*	-58	18	98*	27
mlh1 rad18	-43	1	99*	89*	0	-2	99*	26
mec2-1	-21	21	99*	94*	0	-9	99*	0
rad50	-39	22	99*	91*	-21	12	97*	26

[49] CCCCC(C(O)c1ccc(C(C)C)cc1)N(CC)CC (configuration not stated)
[50] COc1ccc(C(O)C(O)(c2ccccc2)c2ccc(OC)cc2)cc1 (configuration not stated)
[51] O=C(O)C1CC2C3C=CC(C3)C2C1 (configuration not stated) (tested in a mixture with another compound)
[52] Cc1cc(O)cc2c1c(=O)c1ccccc1n2C
[53] O=C(NC(=Nc1ccccc1)SCCSC(=Nc1ccccc1)NC(=O)c1ccccc1)c1ccccc1
[54] Clc1ccc(C2ON=C(c3ccccc3)N2C23CC4CC(CC(C4)C2)C3)cc1Cl (configuration not stated)
[55] COC(=O)C(=C\c1nc2ccc([N+](=O)[O-])cc2s1)/C(C(=O)OC)=C1\CCCN1C
[56] N#C/C(=C/c1cc([N+](=O)[O-])cc([N+](=O)[O-])c1O)C(N)=O
compound no.	49	50	51	52	53	54	55	56
yeast bub3	62	20	25	2	88*	-8	1	·
sgs1 mgt1	54	-6	14	11	86*	3	-23	·
yeast cln2 rad14	9	-19	4	2	84*	-20	-5	·
mlh1 rad18	38	-12	8	12	78*	-1	-13	11
mec2-1	34	-4	-1	24	80*	-18	-6	10
rad50	56	-6	12	39	86*	6	4	-2

[57] O=P(O)(O)CCC(O)CO (configuration not stated)
[58] O=C(CC(=O)Nc1cccc(Cl)c1)NNCC(=O)Nc1nnc(-c2ccccc2)s1
[59] CC1CC([NH-])C([NH-])C(C)(C)C1.[Cl][Pt+2][Cl] (configuration not stated)
[60] BrC1(C2(Br)N(c3ccccc3)CCN2c2ccccc2)N(c2ccccc2)CCN1c1ccccc1
[61] NS(=O)(=O)c1ccc(C(=O)O)s1
[62] O=C(O)CCN(CCC(=O)O)S(=O)(=O)c1ccccc1
[63] COc1nc(NC2OC(CO)C(O)C(O)C2O)cc(=O)[nH]1 (configuration not stated)
[64] O=C(CC(=O)c1ccccc1)CC(=O)c1cccc(Cl)c1
compound no.	57	58	59	60	61	62	63	64
yeast bub3	5	-3	-11	2	12	-18	-38	78*
sgs1 mgt1	-12	1	-10	42	-10	-5	1	76*
yeast cln2 rad14	-78	51	-12	10	-11	-103	-3	18
mlh1 rad18	-18	10	-49	12	-18	23	-6	85*
mec2-1	10	8	-4	-2	-11	-43	-7	65
rad50	-12	8	-4	53	-12	-5	-4	81*

Compounds 52 to 61, reprinted for reference:
[52] Cc1cc(O)cc2c1c(=O)c1ccccc1n2C
[53] O=C(NC(=Nc1ccccc1)SCCSC(=Nc1ccccc1)NC(=O)c1ccccc1)c1ccccc1
[54] Clc1ccc(C2ON=C(c3ccccc3)N2C23CC4CC(CC(C4)C2)C3)cc1Cl (configuration not stated)
[55] COC(=O)C(=C\c1nc2ccc([N+](=O)[O-])cc2s1)/C(C(=O)OC)=C1\CCCN1C
[56] N#C/C(=C/c1cc([N+](=O)[O-])cc([N+](=O)[O-])c1O)C(N)=O
[57] O=P(O)(O)CCC(O)CO (configuration not stated)
[58] O=C(CC(=O)Nc1cccc(Cl)c1)NNCC(=O)Nc1nnc(-c2ccccc2)s1
[59] CC1CC([NH-])C([NH-])C(C)(C)C1.[Cl][Pt+2][Cl] (configuration not stated)
[60] BrC1(C2(Br)N(c3ccccc3)CCN2c2ccccc2)N(c2ccccc2)CCN1c1ccccc1
[61] NS(=O)(=O)c1ccc(C(=O)O)s1
compound no.	52	53	54	55	56	57	58	59	60	61
yeast bub3	2	88*	-8	1	·	5	-3	-11	2	12
sgs1 mgt1	11	86*	3	-23	·	-12	1	-10	42	-10
yeast cln2 rad14	2	84*	-20	-5	·	-78	51	-12	10	-11
mlh1 rad18	12	78*	-1	-13	11	-18	10	-49	12	-18
mec2-1	24	80*	-18	-6	10	10	8	-4	-2	-11
rad50	39	86*	6	4	-2	-12	8	-4	53	-12

(continued)
[65] OCC1OC(N(O)c2ccc(Oc3c(Cl)cc(Cl)cc3Cl)cc2)C(O)C(O)C1O (configuration not stated)
[66] CS(=O)(=O)OCC(/C=C/C(COS(C)(=O)=O)OS(C)(=O)=O)OS(C)(=O)=O (configuration not stated)
[67] OC(C1=Nc2cccc3cccc(c23)N1)c1ccccc1 (configuration not stated)
[68] CCCCNc1ccc(Cl)cc1
[69] c1ccc(-c2nnc3nn4c(-c5ccccc5)cnnc4c3c2-c2ccccc2)cc1
[70] O=C(SCc1ccccc1)C(O)c1ccccc1 (configuration not stated)
compound no.	65	66	67	68	69	70
yeast bub3	6	4	-6	-16	-6	19
sgs1 mgt1	7	2	15	-17	-15	16
yeast cln2 rad14	2	20	-27	-28	1	-25
mlh1 rad18	36	28	23	-16	2	5
mec2-1	22	22	12	-5	-10	7
rad50	19	3	20	1	0	2
